Screening data as filed in PubChem BioAssay.
T cruzi growth: inhibitors of T. cruzi proliferation. T. cruzi beta-gal in NIH3T3, GalScreen luminescence, 90 h. 5.9% of 77,000 active. AID 624255. inhibition, % at 8.34 µM;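 active means mean inhibition above about 93%, with at least 55% of replicates each passing it, limit read from the data, passing the limit was not always enough; inconclusive means only one of those two conditions holds; inactive means neither condition holds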
C diff growth: C. difficile growth inhibition | AID 1259249 | 0.25% of 86,000 active | growth activity, negative = inhibition, % at 16 µg/mL (by protocol) | Clostridium difficile clinical isolate growth, OD600, 24 h; hits give low values;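 active means mean growth activity at or below -80% and every replicate also at or below -80%; inconclusive means mean at or below -80% but some replicate above -80%; inactive means mean growth activity above -80%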;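 further: 0% = DMSO wells and -100% = levofloxacin 16 µg/mL wells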
Pf Dd2 inh: inhibitors of Plasmodium falciparum Dd2 growth; activity change, % at 10 µM; AID 1159554; P. falciparum Dd2 growth, SYBR Green, 72 h; hits give low values; 2.3% of 94,000 active; in the data active means activity change below about -80%; inconclusive means no clear call, values can overlap the other calls
KDM4C inh: inhibitors of human demethylase GASC-1 KDM4C. AID 720574. 0.15% of 96,000 active. GST-KDM4C 2-372, H3K9me3 peptide, LANCE TR-FRET. inhibition, % at 12.5 µM;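 active means mean replicate inhibition above about 25%, with at least 55% of replicates also reaching it, limit read from the data, passing the limit was not always enough; inconclusive means only one of those two conditions met; inactive means neither condition met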
Target sequence (Q9H3R0 2-372 limits assumed): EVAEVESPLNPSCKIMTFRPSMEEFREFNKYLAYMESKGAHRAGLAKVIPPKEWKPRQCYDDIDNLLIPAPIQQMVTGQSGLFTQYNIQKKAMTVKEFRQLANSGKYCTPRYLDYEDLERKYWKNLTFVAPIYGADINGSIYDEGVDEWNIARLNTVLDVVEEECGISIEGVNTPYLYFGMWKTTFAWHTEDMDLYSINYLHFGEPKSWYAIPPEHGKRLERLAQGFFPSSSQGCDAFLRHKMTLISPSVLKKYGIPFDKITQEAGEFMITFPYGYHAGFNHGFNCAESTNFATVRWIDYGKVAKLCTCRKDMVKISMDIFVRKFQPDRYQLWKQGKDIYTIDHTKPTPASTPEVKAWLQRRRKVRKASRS
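material = GST-tagged GASC-1 (JMJD2C) catalytic fragment, aa 2-372 | amount = enzyme final amount 10 nM | medium = HEPES buffer, pH 7.5, plus ascorbate | also added = H3K9me3 peptide substrate, Fe(II), 2-oxoglutarate | dosing = single dose | times = 30 min demethylation and 1 h detection at room temperature | detection = LANCE TR-FRET | read-out basis = Fall in 671/618 emission ratio as inhibition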
Active calls of the source: *; ? = inconclusive; . = not tested or not shown; & = joins results of further samples.

Keys – A = T cruzi growth; B = C diff growth; C = Pf Dd2 inh; D = KDM4C inh
Cc1cc(C(=O)Nc2cccc3c2O[C@@H](CN(C)Cc2ccc(C(=O)O)cc2)[C@@H](C)CN([C@@H](C)CO)C3=O)n(C)n1
  A: . | B: -1 | C: -7 | D: -0.6

CCCC#Cc1ccc2c(c1)O[C@@H](CN(C)C(=O)c1cnccn1)[C@@H](C)CN([C@@H](C)CO)S2(=O)=O
  A: 71 | B: 4 | C: 2 | D: 9.2

CC(C)NC(=O)NCC[C@@H]1CC[C@H](NC(=O)Nc2ccccc2)[C@H](CO)O1
  A: 42 | B: . | C: -6 | D: -0.5

C[C@@H]1CN([C@@H](C)CO)C(=O)CCCn2cc(nn2)CO[C@@H]1CN(C)C(=O)c1ccc(N2CCN(C)CC2)cc1
  A: 9 | B: 0 | C: -16 | D: 0.4

C[C@@H]1CN([C@H](C)CO)C(=O)c2cccc(NC(=O)C3CCOCC3)c2O[C@@H]1CN(C)Cc1ccc(Oc2ccccc2)cc1
  A: 10 | B: 0 | C: -20 | D: -0.2

COC(=O)c1ccc(CN2CC(=O)N3[C@H](CO)[C@@H](c4ccc(-c5ccccc5F)cc4)[C@@H]3C2)cc1
  A: . | B: 1 | C: -34 | D: -1.8

O=C(Nc1ccccc1F)N[C@@H]1CC[C@H](CCNS(=O)(=O)c2ccc(Cl)cc2)O[C@@H]1CO
  A: 8 | B: . | C: -15 | D: -0.5

C[C@H]1CN([C@@H](C)CO)C(=O)c2cc(C3=CCCC3)cnc2O[C@H]1CN(C)C(=O)Nc1ccc(F)cc1
  A: 52 | B: -2 | C: 37 | D: 5.1

C[C@@H]1CN([C@@H](C)CO)C(=O)c2cc(NC(=O)NC3CCCCC3)ccc2O[C@@H]1CN(C)Cc1ccc(C(=O)Nc2ccccc2N)cc1
  A: . | B: -3 | C: -66 | D: -2.2

Cc1noc(C)c1NC(=O)Nc1ccc2c(c1)CC(=O)N([C@@H](C)CO)C[C@H](C)[C@@H](CN(C)Cc1ccc3c(c1)OCO3)O2
  A: 0 | B: 0 | C: -9 | D: 3.3

O=C(C[C@H]1CC[C@@H]2[C@H](COC[C@@H](O)CN2C(=O)Nc2ccc(Cl)cc2)O1)NCCc1ccncc1
  A: 106* | B: 0&-6 | C: 7 | D: -1.5

C[C@H]1CN([C@@H](C)CO)S(=O)(=O)c2ccc(-c3ccncc3)cc2O[C@@H]1CN(C)Cc1ccc(Oc2ccccc2)cc1
  A: ? | B: 35 | C: -79 | D: 2.1

C[C@@H]1CCCCO[C@@H](CN(C)C(=O)C2CCCCC2)[C@H](C)CN([C@@H](C)CO)C(=O)c2cc(NC(=O)CCC(F)(F)F)ccc2O1
  A: 13 | B: -8 | C: 9 | D: 0.3

C[C@@H]1CN([C@H](C)CO)C(=O)CCCn2nncc2CO[C@H]1CN(C)Cc1ccc(C(=O)O)cc1
  A: . | B: -1 | C: -4 | D: -0.6

C[C@@H]1CN([C@@H](C)CO)C(=O)c2cccc(N(C)C)c2O[C@H]1CN(C)Cc1ccccc1
  A: -7 | B: -9 | C: -9 | D: 0.6

Part of the list above, showing only C diff growth and T cruzi growth.
Structure	C diff growth	T cruzi growth
C[C@@H]1CN([C@@H](C)CO)C(=O)CCCn2cc(nn2)CO[C@@H]1CN(C)C(=O)c1ccc(N2CCN(C)CC2)cc1	0	9
C[C@@H]1CN([C@H](C)CO)C(=O)c2cccc(NC(=O)C3CCOCC3)c2O[C@@H]1CN(C)Cc1ccc(Oc2ccccc2)cc1	0	10
COC(=O)c1ccc(CN2CC(=O)N3[C@H](CO)[C@@H](c4ccc(-c5ccccc5F)cc4)[C@@H]3C2)cc1	1	.
O=C(Nc1ccccc1F)N[C@@H]1CC[C@H](CCNS(=O)(=O)c2ccc(Cl)cc2)O[C@@H]1CO	.	8

Continuation:
Keys – A = T cruzi growth; B = C diff growth; C = Pf Dd2 inh; D = KDM4C inh
C[C@@H]1CN([C@@H](C)CO)S(=O)(=O)c2ccc(-c3ccccc3)cc2O[C@H]1CN(C)C(=O)CN(C)C
  A: 17 | B: 3 | C: -53 | D: -0.5

CCCNC(=O)C[C@@H]1CC[C@H]2[C@@H](COC[C@H](O)CN2C(=O)Nc2ccc3c(c2)OCO3)O1
  A: -7 | B: . | C: 4 | D: 1.6

COc1cccc(CNC(=O)c2cc3c(c(-c4cccc(-c5ccc(C#N)cc5)c4)n2)[C@H](CCO)N([S@@](=O)C(C)(C)C)C3)c1
  A: 74 | B: . | C: -75 | D: -2.4

C[C@H]1CN([C@@H](C)CO)C(=O)c2cccc(NC(=O)Nc3ccc(C(F)(F)F)cc3)c2O[C@@H]1CN(C)S(=O)(=O)c1ccc(Cl)cc1
  A: 74 | B: . | C: -35 | D: .

COc1cccc(-c2ccc3c(c2)O[C@H](CN(C)C(=O)C2CCC2)[C@@H](C)CN([C@H](C)CO)S3(=O)=O)c1
  A: 52 | B: -3 | C: -21 | D: -3.0

C[C@H](CO)N1C[C@H](C)[C@@H](CN(C)Cc2ccc(C(F)(F)F)cc2)Oc2c(NC(=O)c3nc4ccccc4s3)cccc2C1=O
  A: 75 | B: . | C: -38 | D: -3.5

CO[C@@H](CN(C)C(=O)c1ccccc1F)[C@H](C)CN([C@@H](C)CO)S(=O)(=O)c1ccc(Cl)cc1
  A: 26 | B: . | C: -5 | D: -0.9

Cc1noc(C)c1S(=O)(=O)Nc1ccc2c(c1)CC(=O)N([C@H](C)CO)C[C@@H](C)[C@@H](CN(C)S(=O)(=O)c1cn(C)cn1)O2
  A: -8 | B: -13 | C: 30 | D: -0.2

CCN(C[C@@H]1N[C@H](CO)[C@@H]1c1ccccc1)C(=O)c1ccccc1
  A: -22 | B: 0 | C: -25 | D: 2.4

O=C(C1CCCCC1)N1CC2(C1)[C@H](c1ccccc1)[C@@H](CO)N2Cc1ccc(Cl)cc1
  A: . | B: 0 | C: -46 | D: -0.6

C[C@@H]1CN([C@@H](C)CO)C(=O)c2cc(NS(=O)(=O)c3ccc(F)cc3)ccc2O[C@@H](C)CCCCO[C@@H]1CN(C)Cc1ccncc1
  A: . | B: -2 | C: -46 | D: 18

C[C@H]1CN([C@@H](C)CO)C(=O)c2cc(C3=CCCCC3)cnc2O[C@H]1CN(C)C(=O)Cc1cccnc1
  A: 29 | B: 1 | C: 6 | D: -1.4

O=S(=O)(c1ccccc1F)N1CC[C@@H]2[C@H]1c1cc(-c3ccccc3)ccc1N[C@@H]2CO
  A: 87 | B: 32 | C: -51 | D: -3.9

CC(C)NC(=O)N1[C@H](CO)[C@@H](c2ccccc2)C12CN(Cc1ccc(Cl)cc1)C2
  A: . | B: 5 | C: -88* | D: -0.9

O=C(Nc1nccs1)[C@H]1[C@H](CO)[C@H]2Cn3c(cccc3=O)[C@@H]1N2C(=O)C1CCCCC1
  A: . | B: 10 | C: 9 | D: 3.3

COc1ccccc1NC(=O)N1CC[C@@H]2[C@H]1c1cc(-c3cccc(F)c3)ccc1N(C)[C@H]2CO
  A: 40 | B: -2 | C: -55 | D: -6.4

C[C@H]1CN([C@@H](C)CO)C(=O)Cc2cc(NC(=O)CCCN(C)C)ccc2O[C@@H]1CN(C)Cc1ccc(Oc2ccccc2)cc1
  A: 28 | B: -3 | C: -16 | D: .

COCC(=O)N[C@@H]1CC[C@H](CC(=O)NCc2ccc(Cl)cc2)O[C@H]1CO
  A: -13 | B: 5 | C: 15 | D: 0.5

C[C@@H]1CN([C@@H](C)CO)C(=O)c2cc(-c3ccc(C#N)cc3)cnc2O[C@@H]1CN(C)Cc1ccccn1
  A: -33 | B: 2 | C: 25 | D: 0.3

CN(C)C(=O)c1ccc(-c2ccc3c(c2)[C@@H]2[C@@H](CCN2C(=O)c2ccc4c(c2)OCO4)[C@@H](CO)N3)cc1
  A: 100* | B: -19 | C: -9 | D: -0.1

C[C@@H]1CN([C@@H](C)CO)S(=O)(=O)c2ccc(C3=CCCC3)cc2O[C@H]1CN(C)Cc1cccc(C(=O)O)c1
  A: -67 | B: 0 | C: -39 | D: 1.2

COCC(=O)Nc1ccc2c(c1)[C@@H]1C[C@H](CC(=O)NCc3ccc(-c4ccccc4)cc3)O[C@@H](CO)[C@@H]1O2
  A: 64 | B: 2 | C: 0 | D: -1.1

C[C@H]1CN([C@@H](C)CO)C(=O)Cc2cc(NS(=O)(=O)c3cccs3)ccc2O[C@H]1CN(C)Cc1ccc(Cl)c(Cl)c1
  A: 13 | B: 4 | C: -5 | D: -0.4

C[C@@H]1CN([C@H](C)CO)C(=O)Cc2cc(NC(=O)Cn3cnnn3)ccc2O[C@@H]1CN(C)Cc1ccc(Cl)c(Cl)c1
  A: 20 | B: 5 | C: 23 | D: 0.1

C[C@H]1CN([C@@H](C)CO)C(=O)Cc2cc(NC(=O)Nc3ccc(F)cc3)ccc2O[C@@H]1CN(C)S(=O)(=O)c1cn(C)cn1
  A: 15 | B: . | C: 28 | D: 1.7

CO[C@@H]1CN(C)C(=O)c2cc(NS(=O)(=O)CC(F)(F)F)ccc2OC[C@H](C)N(C(=O)c2ccc3c(c2)OCO3)C[C@@H]1C
  A: . | B: . | C: 21 | D: -1.1

COc1cccc(CNC(=O)c2cc3c(c(-c4cccc(-c5cccc(C#N)c5)c4)n2)[C@@H](CCO)N([S@](=O)C(C)(C)C)C3)c1
  A: 92 | B: . | C: -51 | D: .

CCN(C[C@@H]1N[C@@H](CO)[C@H]1c1ccc(C2=CCCC2)cc1)C(=O)c1ccncc1
  A: -37 | B: 3 | C: -8 | D: 1.6

CC(C)C#Cc1cnc2c(c1)C(=O)N([C@@H](C)CO)C[C@@H](C)[C@@H](CN(C)C(=O)CN1CCOCC1)O2
  A: -5 | B: 2 | C: 44 | D: .

COc1cc(CN2CC3(CCN(S(=O)(=O)c4cn(C)cn4)CC3)c3c(n(C)c4cc(OC)ccc34)[C@H]2CO)cc(OC)c1
  A: . | B: -2 | C: -14 | D: -1.8

C[C@H](CO)N1C[C@H](C)[C@H](CN(C)S(=O)(=O)c2cccs2)Oc2ccc(NS(=O)(=O)c3cccs3)cc2CC1=O
  A: 1 | B: . | C: -17 | D: 1.1

CCC(=O)N1[C@H](CN(C)C(C)=O)[C@@H](c2ccc(-c3ccccc3)cc2)[C@@H]1CO
  A: 67 | B: -3 | C: 7 | D: 0.4

COc1ccccc1-c1ccc2c(c1)O[C@H](CN(C)C(=O)Nc1ccccc1)[C@@H](C)CN([C@@H](C)CO)S2(=O)=O
  A: 58 | B: -1 | C: -57 | D: 0.5

O=C(O)[C@@H]1[C@@H](CO)[C@@H]2Cn3c(ccc(C4=CCCCC4)c3=O)[C@@H]2N1C(=O)c1ccccc1F
  A: 9 | B: 1 | C: 16 | D: 0.3

O=C(NCC[C@@H]1CC[C@H](NS(=O)(=O)c2ccc(F)cc2)[C@H](CO)O1)c1ccccc1F
  A: . | B: -8 | C: -21 | D: 2.4

COC(=O)C[C@@H]1CC[C@@H](NC(=O)c2ccccc2)[C@@H](CO)O1
  A: 19 | B: 1 | C: 16 | D: -0.5

C[C@H](CO)N1C[C@H](C)[C@H](CN(C)Cc2cccnc2)Oc2cc(-c3ccncc3)ccc2S1(=O)=O
  A: 71 | B: 6 | C: 2 | D: .

C[C@@H]1CN([C@H](C)CO)C(=O)Cc2cc(NC(=O)Nc3ccc(C(F)(F)F)cc3)ccc2O[C@@H]1CN(C)C(=O)Nc1ccc(F)cc1
  A: 22 | B: 0 | C: -4 | D: -2.0

C[C@H](CO)N1C[C@H](C)[C@H](CN(C)S(=O)(=O)c2cn(C)cn2)Oc2ncc(C#Cc3ccc(C(F)(F)F)cc3)cc2C1=O
  A: 60 | B: -7 | C: -34 | D: -1.9

O=C(NC1CCC1)[C@@H]1[C@@H](CO)[C@@H]2Cn3c(ccc(-c4ccccc4)c3=O)[C@H]1N2CC1CC1
  A: 41 | B: 1 | C: 3 | D: -1.1

O=C(Nc1ccc(F)cc1)N1CCCCN2[C@H](CO)[C@@H](c3ccc(C#Cc4ccccc4)cc3)[C@H]2C1
  A: 82 | B: 16 | C: -66 | D: -1.2

C[C@H]1CN([C@@H](C)CO)C(=O)c2cc(C#CC3(O)CCCC3)cnc2O[C@@H]1CN(C)S(C)(=O)=O
  A: -18 | B: -7 | C: 11 | D: 0.4

C[C@H](CO)N1C[C@H](C)[C@@H](CN(C)Cc2ccc(C(F)(F)F)cc2)Oc2ccc(NC(=O)NC3CCCCC3)cc2CC1=O
  A: 73 | B: 1 | C: -21 | D: 0.0

C[C@@H]1CN([C@H](C)CO)C(=O)Cc2cc(NS(=O)(=O)c3ccccc3)ccc2O[C@H]1CN(C)Cc1ccc(-c2ccccc2)cc1
  A: 64 | B: 46 | C: 15 | D: -0.3

Record cards, from the list above:
Results for `CO[C@@H]1CN(C)C(=O)c2cc(NS(=O)(=O)CC(F)(F)F)ccc2OC[C@H](C)N(C(=O)c2ccc3c(c2)OCO3)C[C@@H]1C` = T cruzi growth = .; C diff growth = .; Pf Dd2 inh = 21; KDM4C inh = -1.1
Results for `O=S(=O)(c1ccccc1F)N1CC[C@@H]2[C@H]1c1cc(-c3ccccc3)ccc1N[C@@H]2CO` = T cruzi growth = 87; C diff growth = 32; Pf Dd2 inh = -51; KDM4C inh = -3.9
